FBA Mtb inh – Mtb FBA enzyme inhibitors, primary screen, biochemical, fluorescence, strain H37Rv. Fructose-bisphosphate aldolase (Mycobacterium tuberculosis (strain ATCC 25618 / H37Rv)), …. purified M. tuberculosis FBA, fluorescence read-out. inhibition, % at 1 µM. 360,000 compounds, 2.3% hits; in the data active = inhibition above about 27%;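 note: 0% = vehicle and 100% = reference inhibitor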
Target sequence (P9WQA3 whole entry, looked up): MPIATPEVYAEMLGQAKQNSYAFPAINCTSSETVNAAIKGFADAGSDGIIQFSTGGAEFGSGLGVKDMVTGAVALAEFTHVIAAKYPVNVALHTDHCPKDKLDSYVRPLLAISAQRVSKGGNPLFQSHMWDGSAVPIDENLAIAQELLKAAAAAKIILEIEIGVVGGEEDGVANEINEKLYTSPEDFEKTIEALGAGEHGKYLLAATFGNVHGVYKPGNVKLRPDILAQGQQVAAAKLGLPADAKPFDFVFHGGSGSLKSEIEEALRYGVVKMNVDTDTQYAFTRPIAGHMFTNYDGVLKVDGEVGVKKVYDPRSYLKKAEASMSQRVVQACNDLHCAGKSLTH
GDH-TPI inh – GDH-TPI coupling enzyme inhibitors, primary screen, artefact control for M. tuberculosis FBA inhibitor project, biochemical, absorbance, full deck; GDH-TPI coupled enzyme counterscreen, NADH absorbance; inhibition, % at 4.8 µM; 360,000 compounds, 1.2% hits; AID 588335, 2011; in the data active = inhibition above about 30%;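 note: 0% = DMSO wells and 100% = wells lacking the enzyme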
TcdB inh – TcdB glycohydrolase inhibitors, primary screen, biochemical, single point, plate reader | TcdB glycohydrolase enzymatic assay | inhibition, % at 9.99 µM | 350,000 compounds, 0.24% hits; in the data active = inhibition above about 10%
PfHsp40 yeast – rescue of yeast from PfHsp40 toxicity, primary screen, S. cerevisiae, ATP luminescence; growth rescue, % at 12.5 µM; 340,000 compounds, 0.68% hits; S. cerevisiae expressing PfHsp40, growth rescue; in the data active = growth rescue above about 28%, passing the limit was not always enough; inconclusive = no clear call, values can overlap the other calls;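 note: yeast W303a lacking pdr1 and pdr3 grown in galactose medium; growth measured after three days at 30 °C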
Vc quorum ag – inducers of Vibrio cholerae quorum light production without autoinducers, primary screen, BH1578 luxS cqsA deficient, single point; activation, % at 18.7 µM; V. cholerae BH1578 lux reporter, luminescence, 6 h; 350,000 compounds, 0.16% hits; in the data active = activation mostly above about 9.7%, no sharp cut-off; inconclusive = no clear call, values can overlap the other calls; inactive = mostly below about 3.7%; note: not every result past the cut was called active; inactives centre near 0; reference of the scale not given here
Mtb BioA inh – M. tuberculosis BioA enzyme inhibitors, primary screen, biochemical, plate reader, single point, HTS; 7,8-diaminopelargonic acid synthase BioA (Mycobacterium tuberculosis); purified M. tuberculosis BioA enzyme; inhibition, % at 9.99 µM; 360,000 compounds, 0.096% hits; AID 602481, 2012; in the data active = inhibition above about 40%; inconclusive = no clear call, values can overlap the other calls
Mtb UGM inh – M. tuberculosis UGM enzyme inhibitors, primary screen, biochemical, fluorescence polarization, single point | purified UGM, fluorescence polarization probe displacement | inhibition, % at 10 µM | 320,000 compounds, 0.06% hits | AID 504406, 2011; in the data active = inhibition above about 10%, passing the limit was not always enough; inconclusive = no clear call, values can overlap the other calls
Target sequence (P9WIQ1 whole entry, looked up): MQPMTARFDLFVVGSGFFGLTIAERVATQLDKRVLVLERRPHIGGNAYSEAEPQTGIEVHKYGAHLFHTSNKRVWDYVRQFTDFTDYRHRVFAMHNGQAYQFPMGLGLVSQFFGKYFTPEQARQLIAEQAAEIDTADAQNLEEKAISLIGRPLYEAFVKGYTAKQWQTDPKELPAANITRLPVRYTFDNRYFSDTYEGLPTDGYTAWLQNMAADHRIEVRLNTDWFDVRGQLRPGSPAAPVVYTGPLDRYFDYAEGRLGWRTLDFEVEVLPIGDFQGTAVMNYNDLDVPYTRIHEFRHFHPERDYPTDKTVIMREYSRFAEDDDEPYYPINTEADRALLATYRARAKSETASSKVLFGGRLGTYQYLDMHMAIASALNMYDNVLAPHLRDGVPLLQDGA
Y pestis TopoI – Yersinia pestis topoisomerase I inhibitors, primary screen, biochemical, cleavage product accumulation, plate reader, single point | DNA topoisomerase I (Yersinia pestis CO92) | Y. pestis Topo-I cleavage product accumulation | activity, % at 10 µM | 360,000 compounds, 0.064% hits | AID 504884, 2011; in the data active = activity above about 50%, passing the limit was not always enough; inconclusive = no clear call, values can overlap the other calls; note: inactives centre near 2
FadD28 binding – inhibitors of FadD28 bisubstrate probe binding, primary screen, biochemical, fluorescence polarization, single point | inhibition, % at 12.5 µM | 360,000 compounds, 0.22% hits | Mycobacterium tuberculosis FadD28 fatty-acid-AMP ligase | AID 588549, 2011; in the data active = inhibition above about 8.5%, passing the limit was not always enough; inconclusive = no clear call, values can overlap the other calls
Active calls of the source: *; i = inactive; ? = inconclusive; nt = no result given; & = joins results of further samples.

SMILES	FBA Mtb inh	GDH-TPI inh	TcdB inh	PfHsp40 yeast	Vc quorum ag	Mtb BioA inh	Mtb UGM inh	Y pestis TopoI	FadD28 binding
COc1ccccc1Nc1nc2nonc2nc1N1CCC(C)CC1	2	8	nt	-1.7	-0.3	nt	2.1	-5	-0.2
COc1ccc(NC2CCCN(C(=O)CCn3cccn3)C2)cc1 (stereo unspecified)	2	2	1.1	-0.9	-0.8	0.9	-1.5	4	-0.3
Cc1ccccc1NC(=O)COc1ccccc1C	-1	2	0.0	-0.2	2.4	-0.8	-0.5	5	-1.1
CCOC(=O)C1=NS(=O)(=O)NC(C)=C1	3	17	-6.7	-0.8	i	-1.2	nt	1	-0.6
CC(=O)N1CCN=C1SCc1ccc(F)cc1	-2	-4	-0.2	-0.5	-0.3	0.8	0.1	5	-2.0
CCOc1cc(C=O)c(Br)cc1OC1CCCC1	-1	7	nt	-0.4	i	-1.5	2.4	-5	0.3
CC(C)(C)c1ccc(OCC(=O)N/N=C/c2ccsc2)cc1	-2	-11	nt	3.1	-1.6	nt	0.7	23	-4.3
CCC1=C(OC(=O)N(CC)CC)N2C(=O)OC(=NCCc3c[nH]c4ccccc34)[C@]2(Cc2ccccc2)[C@H]2C1=CC[C@H]1C(=O)N(CC)C(=O)[C@H]12	3	-3	0.8	0.4	i	-1.7	5.0	3	-0.1
CCC1=NN(C(=O)C(=O)Nc2ccc(Br)cc2)C(O)(C(F)(F)F)C1 (stereo unspecified)	3	0	3.8	0.8	i	nt	0.7	8	0.4
CC1Oc2ccc(C#N)cc2N(Cc2ccc(F)cc2)C1=O (stereo unspecified)	-5	0	nt	nt	i	0.8	nt	8	-4.7
CCCCCc1ccc(-c2cn(CC3CCCCC3)nn2)cc1	-2	0	2.0	1.0	-0.4	4.6	1.7	11	-0.8
O=NN(Cc1cccnc1)Cc1cccnc1	2	nt	-1.6	nt	nt	1.0	nt	nt	-0.2
COCCCN1C(=O)C(=O)/C(=C(/O)c2ccc(S(=O)(=O)N3CCCCC3)cc2)C1c1cccc(OC)c1 (stereo unspecified)	3	8	1.7	0.5	-2.6	2.8	-0.2	1	-1.8
O=S(=O)(CCN1CCCCC1)CCS(=O)(=O)CCN1CCCCC1	3	12	-0.2	-0.1	nt	nt	nt	-6	-1.4
CCOc1ccc(C2C(C#N)=C(N)Oc3cc(O)ccc32)cc1OCC (stereo unspecified)	6	2	0.6	1.8	i	5.4	0.4	1	1.2
CCOc1cc(/C=C2\SC(=S)N(NS(=O)(=O)c3ccccc3)C2=O)ccc1O	-15	3	-0.1	-3.0	-0.2	1.2	0.2	1	-2.1
CCn1c(SCC(=O)Nc2ccc(C(C)=O)cc2)nnc1C1CC1	-1	-5	1.4	-0.3	-0.3	8.2	-1.3	1	-2.7
CCc1c(C)sc(NC(=O)C2CC(c3c(F)cccc3Cl)=NO2)c1C#N (stereo unspecified)	3	-3	1.7	1.1	0.7	0.7	-0.3	4	-0.7
CCN(C(=O)CSc1nnc(-c2ccccc2)o1)c1c(N)n(Cc2ccccc2)c(=O)[nH]c1=O	2	4	1.0	-0.9	i	1.6	2.0	12	-0.3
COc1ccc(OCC(O)Cn2c(=N)n(Cc3ccccc3)c3ccccc32)cc1 (stereo unspecified)	0	-2	nt	-1.0	-0.3	35	1.1	1	-2.6
Cc1cc(-c2cccnc2)c(C#N)c(SCc2cccc(F)c2)n1	1	3	nt	-0.2	i	1.6	3.2	22	-1.2
COc1cc2oc3ccc(C#Cc4ccc(N)cc4)cc3c(=O)c2cc1OC	8	24	1.0	-1.7	-0.9	-0.8	-0.4	-13	0.0
COc1ccc(S(=O)(=O)N(C)C[C@H]2Oc3ncc(Br)cc3C(=O)N([C@@H](C)CO)C[C@@H]2C)cc1	1	-7	-0.8&2.5	nt	-2.4	-0.4	nt	5	-1.9
CCC(CC)C(=O)c1c[nH]c(C(=O)N2CCN(c3ccc(OC)cc3)CC2)c1	-1	2	0.8	-1.0	i	-1.3	0.9	12	1.0
CCOC(=O)c1csc(NC(=O)CCSc2ccccc2)n1	-1	4	-0.5	-1.0	0.6	nt	-0.1	-9	-0.2
Clc1ccccc1-c1nnc2sc(-c3ccncc3)nn12	4	-1	0.9	-0.2	-0.1	-1.7	0.0	10	-0.1
C/C(=N/NC(=O)CN1CCN(S(=O)(=O)c2ccc(C)cc2)CC1)c1ccco1	0	-4	2.1	-0.5	2.0	3.8	1.9	1	-4.2
COc1ccc(Cl)cc1Nc1cc(C)nc2nc(C)nn12	3	10	0.9	-1.3	-0.4	-2.0	0.8	5	-0.9
COc1cc(C2/C(=C(\O)c3cc(C)ccc3C)C(=O)C(=O)N2CCN(C)C)ccc1O (stereo unspecified)	0	18	nt	1.0	nt	-0.1	-0.7	10	0.3
Cc1cc(NC(=O)Nc2cc(F)ccc2F)no1	1	2	0.4	5.9	-0.9	nt	-2.3	-5	0.5
O=C(CSc1ccccc1)N(c1ccc(Br)cc1)c1nccs1	-6	9	nt	-0.5	i	nt	-0.6	26	-0.3
Cc1ccc(NC(=O)c2ccc(Nc3c([N+](=O)[O-])cc([N+](=O)[O-])cc3[N+](=O)[O-])cc2)cc1	-11	6	0.4	1.2	-0.3	nt	-1.3	6	1.1
C/C(=N\NC(=O)c1[nH]c2c([N+](=O)[O-])cc(C)cc2c1-c1ccccc1)c1cccnc1	-2	10	nt	-1.7	i	-1.0	0.9	24	-2.2
COc1ccc(C(C)=O)cc1CS(=O)(=O)CC(=O)O	1	4	0.0	-1.5	-0.3	nt	-0.1	-4	-0.9
CC(=O)c1ccc(Oc2cc(C)nc(NCc3ccccc3)n2)cc1	5	3	nt	-0.4	25*	7.2	-7.8	32	0.4
COc1ccc(C(=O)Nc2nc(CC(=O)NCc3c(F)cccc3F)cs2)cc1	2	13	-0.8	nt	-0.4	-1.0	nt	0	-3.1
CC(C)(C)Nc1c(N)c(=O)oc2ccccc12	0	30	nt	0.9	i	9.7	1.5	15	-1.5
Cc1ccc(C(C)NC(=O)c2ccco2)cc1C (stereo unspecified)	1	0	-0.7	-0.2	-1.4	-0.2	-2.9	4	-2.8
CCOc1ccc(S(=O)(=O)Nc2ccc(Cl)cn2)c(C)c1C	2	5	nt	0.7	nt	-0.1	-2.1	8	-2.7
COC(=O)c1cc(NC(=O)c2c(-c3c(Cl)cccc3Cl)noc2C)ccc1N1CCOCC1	5	-7	0.1	2.3	-2.0	nt	-1.9	20	-1.4
CCOC(=O)CSc1nnc(-c2ccc(S(=O)(=O)N3CCC(C)CC3)cc2)o1	5	6	nt	-1.4	-0.3	-0.6	1.8	-9	-2.1
Nc1nc(NCc2ccccc2Cl)n(-c2ccccc2)n1	1	1	2.0	-1.6	i	-0.8	-1.6	3	-0.5
CCCN1C(=O)NC2(O)C(=O)c3ccccc3C12O (stereo unspecified)	4	0	nt	0.3	3.4	-2.8	-1.1	-5	-0.9
Cn1cc(Cl)c(C(=O)N2CCN(c3ncccn3)CC2)n1	3	-8	nt	-1.4	i	-0.8	-0.1	3	-1.9
CC1CN(S(=O)(=O)c2cccc(C(=O)Nc3ccc(S(=O)(=O)NC4=NCCCCC4)cc3)c2)CC(C)O1 (stereo unspecified)	3	4	1.8	2.6	i	-2.1	1.4	-9	-2.5
O=C(O)/C=C/C(=O)Nc1ccc2c(c1)C(=O)c1ccccc1C2=O	1	10	-0.3	0.0	-0.5	nt	1.9	-5	?
O=C(Cn1nc(-c2ccc(Cl)cc2)c2ccccc2c1=O)NN1CCOCC1	1	0	-0.4	nt	-0.4	-1.1	0.8	-7	-1.2
Cc1ccc(CNC(=O)CCSCc2ccccc2F)cc1	-1	-6	1.4	0.6	i	0.2	-0.9	13	-2.3
COC(=O)C1C(=O)C2=C(CC1C)NC(C)=C(C(=O)OC(C)C)C2c1ccc(C)o1 (stereo unspecified)	-1	11	nt	1.5	-2.2	nt	2.8	2	-5.3
COc1ccc(CC(=O)Nc2nncs2)cc1OC	1	3	0.4	-0.8	1.9	-1.4	2.0	7	0.1
COc1ccc(N(CC(=O)O)S(=O)(=O)c2cccnc2)cc1	0	2	nt	0.1	i	nt	3.4	1	-1.3
O=C(c1ccc(Cl)s1)N1CCN(C23CC4CC(CC(C4)C2)C3)CC1	2	5	nt	-0.5	-0.5	0.0	-0.7	4	-1.8
CSCCC(N=Cc1c(O)n(-c2ccc(Cl)cc2)c(=O)[nH]c1=O)C(=O)OC(C)(C)C (stereo unspecified)	4	0	nt	0.5	nt	-0.9	0.1	12	0.1
C=CCn1c(SCC(=O)N2CCOCC2)nc2c([nH]c3ccccc32)c1=O	3	8	-1.2	-0.8	i	-1.8	-1.4	4	-0.2
COc1ccc(/C=C/C(=O)C(C(N)=O)=C2SCCS2)cc1	-5	23	0.6	3.7	-0.4	nt	-0.6	0	-5.0
COc1cccc(CN(C)C(=O)c2cccc(S(=O)(=O)NCc3ccccc3)c2)c1OC	6	-7	0.1	-0.6	-0.3	nt	0.6	-5	-2.3
COc1ccc(/C=C2/SC(=O)N(CCNC(=O)C3COc4ccccc4O3)C2=O)cc1 (stereo unspecified)	-1	15	nt	-1.6	-0.5	-2.3	-1.7	18	-0.2
O=C(O)CCCCCNC(=O)CSc1nnc(-c2ccco2)n1-c1ccccc1	1	-1	1.1	-0.2	10	-0.5	-2.5	0	0.5
C[C@@H]1CN([C@H](C)CO)C(=O)CCCn2cc(nn2)CO[C@H]1CN(C)S(=O)(=O)c1ccccc1C#N	-1	-2	0.3&0.5	nt	-1.0	-0.3	nt	3	-2.1
CC(C)c1ccccc1NC(=O)C1CCCN(C(=O)c2ccc(Cl)cc2)C1 (stereo unspecified)	5	-7	-0.4	1.1	-0.9	1.2	nt	-2	1.0

Some entries already given, showing only Mtb BioA inh and PfHsp40 yeast.
Compound | Mtb BioA inh | PfHsp40 yeast
CSCCC(N=Cc1c(O)n(-c2ccc(Cl)cc2)c(=O)[nH]c1=O)C(=O)OC(C)(C)C (stereo unspecified) | -0.9 | 0.5
C=CCn1c(SCC(=O)N2CCOCC2)nc2c([nH]c3ccccc32)c1=O | -1.8 | -0.8
COc1ccc(/C=C/C(=O)C(C(N)=O)=C2SCCS2)cc1 | nt | 3.7

Later entries
SMILES	FBA Mtb inh	GDH-TPI inh	TcdB inh	PfHsp40 yeast	Vc quorum ag	Mtb BioA inh	Mtb UGM inh	Y pestis TopoI	FadD28 binding
O=S(=O)(c1ccc(F)c(F)c1)N1CCN(c2ccccn2)CC1	2	6	0.2	2.4	i	-3.1	-1.3	1	-1.6
Cc1ccc(C)c(CN2CCC(n3nccc3NC(=O)C3CCCC3)CC2)c1	-2	6	5.1	-0.4	-0.1	-0.9	-0.6	5	nt
COc1ccc(OC)c(C(O)C(C)N)c1 (stereo unspecified)	-2	1	-2.1	14&0.2	i	-1.1&-0.2	nt	-5	-2.6
COc1ccc2c(c1OC)C(=O)N(c1ccc(C)c(C)c1)C2=O	3	18	nt	-0.3	i	nt	-0.1	6	1.0
N#C/C(C(N)=O)=C1/CCc2ccccc2N1	-1	29	nt	0.8	-4.5	0.6	2.2	-4	-0.3

Record cards (already shown). Screens in order: FBA Mtb inh, GDH-TPI inh, TcdB inh, PfHsp40 yeast, Vc quorum ag, Mtb BioA inh, Mtb UGM inh, Y pestis TopoI, FadD28 binding
COc1ccc2c(c1OC)C(=O)N(c1ccc(C)c(C)c1)C2=O as listed: 3, 18, nt, -0.3, i, nt, -0.1, 6, 1.0
O=S(=O)(c1ccc(F)c(F)c1)N1CCN(c2ccccn2)CC1 as listed: 2, 6, 0.2, 2.4, i, -3.1, -1.3, 1, -1.6
Cc1ccc(C)c(CN2CCC(n3nccc3NC(=O)C3CCCC3)CC2)c1 as listed: -2, 6, 5.1, -0.4, -0.1, -0.9, -0.6, 5, nt

Screens as filed in PubChem.
